Source: PubChem (Vanderbilt High Throughput Screening Facility)
Cav3 T inh = human Cav3.2 channel inhibition, primary screen | Cav3.2-expressing cells, Fluo-4 calcium fluorescence FDSS; hits give low values | B-score at 10 µM | AID 449739 | hit rate 4% among 100,000;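 active = single-dose well whose peak fluorescence ratio is a statistical outlier from its plate by either plate-standardised score or position-corrected B-score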
Target sequence (O95180 whole entry, looked up): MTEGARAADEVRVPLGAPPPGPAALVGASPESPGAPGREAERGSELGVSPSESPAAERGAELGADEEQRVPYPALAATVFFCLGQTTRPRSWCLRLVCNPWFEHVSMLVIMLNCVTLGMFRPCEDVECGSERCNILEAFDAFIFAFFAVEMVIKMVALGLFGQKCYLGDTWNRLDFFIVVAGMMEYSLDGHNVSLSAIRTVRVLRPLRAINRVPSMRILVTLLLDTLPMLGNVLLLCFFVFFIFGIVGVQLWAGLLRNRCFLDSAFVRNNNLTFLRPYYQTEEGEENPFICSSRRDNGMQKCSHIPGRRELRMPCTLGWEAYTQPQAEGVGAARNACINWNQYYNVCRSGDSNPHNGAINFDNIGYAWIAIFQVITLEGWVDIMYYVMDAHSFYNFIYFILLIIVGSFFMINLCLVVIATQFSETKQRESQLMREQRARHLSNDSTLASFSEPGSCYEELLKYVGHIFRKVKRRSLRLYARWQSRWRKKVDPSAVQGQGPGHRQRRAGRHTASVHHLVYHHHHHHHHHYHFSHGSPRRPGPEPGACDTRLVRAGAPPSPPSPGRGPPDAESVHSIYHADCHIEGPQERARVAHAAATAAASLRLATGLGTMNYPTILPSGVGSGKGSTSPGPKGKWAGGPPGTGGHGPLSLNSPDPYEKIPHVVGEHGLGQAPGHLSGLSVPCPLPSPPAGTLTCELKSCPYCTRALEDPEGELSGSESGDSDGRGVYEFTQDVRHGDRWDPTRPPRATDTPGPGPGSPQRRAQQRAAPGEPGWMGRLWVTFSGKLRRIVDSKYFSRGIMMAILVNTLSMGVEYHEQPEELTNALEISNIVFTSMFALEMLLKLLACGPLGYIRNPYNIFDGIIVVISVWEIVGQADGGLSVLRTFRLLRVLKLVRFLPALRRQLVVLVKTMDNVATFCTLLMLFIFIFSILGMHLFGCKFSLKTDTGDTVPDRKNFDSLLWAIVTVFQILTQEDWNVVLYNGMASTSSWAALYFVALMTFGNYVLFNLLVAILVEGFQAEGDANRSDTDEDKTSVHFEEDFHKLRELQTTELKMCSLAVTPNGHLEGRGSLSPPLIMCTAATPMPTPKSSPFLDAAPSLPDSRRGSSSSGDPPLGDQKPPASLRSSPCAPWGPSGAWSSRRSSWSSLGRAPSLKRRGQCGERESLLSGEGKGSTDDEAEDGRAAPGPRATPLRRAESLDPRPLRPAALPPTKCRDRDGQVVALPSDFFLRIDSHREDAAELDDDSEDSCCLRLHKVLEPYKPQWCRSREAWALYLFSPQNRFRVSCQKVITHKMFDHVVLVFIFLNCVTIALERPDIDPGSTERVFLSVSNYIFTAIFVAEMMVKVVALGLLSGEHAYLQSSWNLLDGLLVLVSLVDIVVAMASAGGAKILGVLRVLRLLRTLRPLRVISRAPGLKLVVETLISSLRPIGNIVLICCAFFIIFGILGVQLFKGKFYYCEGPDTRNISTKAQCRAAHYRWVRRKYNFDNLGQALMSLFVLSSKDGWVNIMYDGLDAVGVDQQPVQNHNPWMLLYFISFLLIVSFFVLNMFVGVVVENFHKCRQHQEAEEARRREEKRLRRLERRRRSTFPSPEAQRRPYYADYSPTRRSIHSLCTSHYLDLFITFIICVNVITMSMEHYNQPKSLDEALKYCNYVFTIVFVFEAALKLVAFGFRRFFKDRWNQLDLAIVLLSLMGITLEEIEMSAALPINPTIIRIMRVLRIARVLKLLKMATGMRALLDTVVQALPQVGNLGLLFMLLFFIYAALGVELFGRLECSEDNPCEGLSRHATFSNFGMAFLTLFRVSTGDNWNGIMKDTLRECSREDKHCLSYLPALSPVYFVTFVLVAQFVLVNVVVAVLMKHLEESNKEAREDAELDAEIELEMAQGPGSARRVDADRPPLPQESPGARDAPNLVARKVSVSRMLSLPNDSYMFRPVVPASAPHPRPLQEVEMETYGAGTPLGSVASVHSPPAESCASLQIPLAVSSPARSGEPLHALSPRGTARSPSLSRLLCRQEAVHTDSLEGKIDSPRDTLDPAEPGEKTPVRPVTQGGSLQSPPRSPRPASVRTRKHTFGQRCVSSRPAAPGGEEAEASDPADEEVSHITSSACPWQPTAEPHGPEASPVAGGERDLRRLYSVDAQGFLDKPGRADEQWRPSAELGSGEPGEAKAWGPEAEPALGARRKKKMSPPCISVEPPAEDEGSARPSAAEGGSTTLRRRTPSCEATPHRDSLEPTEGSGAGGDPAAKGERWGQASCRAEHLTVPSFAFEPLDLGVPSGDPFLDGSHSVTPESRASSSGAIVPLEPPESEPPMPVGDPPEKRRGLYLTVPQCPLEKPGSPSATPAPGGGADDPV
The depositor's hits bear a star.

SMILES | Cav3 T inh
O=C(CCCN1C(=O)CCC1=O)Nc1ccccc1F | 0.096
CCc1cc(C(=O)Nc2ccccc2)cs1 | -0.39
COc1ccc(-c2nnc3sc(COc4ccc(C)cc4)nn23)cc1 | 0.29
CCOC(=O)C1CCN(C(c2cc3c(C)ccc(C)c3[nH]c2=O)c2nnnn2C2CCCCC2)CC1 (stereo not given) | 0.9
Cc1ccc(N2CC(C(=O)Nc3cc(C)ccc3F)CC2=O)cc1 (stereo not given) | -0.95
O=C(O)C1C2C=CC(C3CC23)C1C(=O)NCCc1ccccc1 (stereo not given) | -0.41
CC1=C(C(=O)Nc2ccccc2)C(c2ccncc2)C(C#N)=C(SCC(=O)NC(C)C)N1 (stereo not given) | 0.97
O=C(O)c1ccccc1C(=O)N(Cc1ccccc1)Cc1ccccc1 | -1.9
Cc1nc2ccccn2c1C(=O)Nc1ccc2c(c1)OCCO2 | 0.38
CCOC(=O)c1c(C(F)(F)C(F)(F)C(F)(F)C(F)(F)F)n[nH]c1C | -3.6
O=C(Nc1ccccc1)NC1(C(=O)NCCCN2CCOCC2)CCCCC1 | 0.41
O=C1CC(Nc2ccc(N3CCOCC3)cc2)C(=O)N1c1ccccc1 (stereo not given) | -0.4
CCN(CC)S(=O)(=O)c1ccc(-n2cnnn2)c(C)c1 | 0.066
CC1Cc2ccccc2N1C(=O)CSc1ncccc1C(=O)O (stereo not given) | 0.64
O=C(CN1C(=O)NC2(CCCc3ccccc32)C1=O)N1CCc2ccccc2C1 (stereo not given) | -1.4
CCn1c(CNc2ccc(C)cc2)nnc1SCC(=O)NCc1ccccc1 | -0.069
CCC(=O)Nc1nc(OC)cc(OC)n1 | -0.12
CC1CCN(S(=O)(=O)c2ccc(NC(=O)Cn3nnc(-c4ccccc4F)n3)cc2)CC1 | -1.5
COc1ccc(-n2nc(C(=O)NCC(=O)NCc3ccc(F)cc3)c3ccccc3c2=O)c(OC)c1 | 0.59
O=C(Nc1ccc2c(c1)OCO2)c1cncc(Br)c1 | 1.1

Looked up by structure from above, 2 records:
SMILES | Cav3 T inh
COc1ccc(-n2nc(C(=O)NCC(=O)NCc3ccc(F)cc3)c3ccccc3c2=O)c(OC)c1 | 0.59
CC1Cc2ccccc2N1C(=O)CSc1ncccc1C(=O)O (stereo not given) | 0.64

Next structures follow.
SMILES | Cav3 T inh
CCOC(=O)C(C)c1n[nH]c(=O)c2ccccc12 (stereo not given) | 0.84
CC1CC1C(=O)OCC(=O)NCc1ccc(Cl)cc1 (stereo not given) | -0.67
COc1ccc(C(=O)NCC(=O)OCC(=O)Nc2cc(OC)ccc2OC)cc1 | 0.54
CCOc1ccc(NS(=O)(=O)c2ccc(NC(=S)NC(=O)C(C)C)cc2)cc1 | -2.4
COCCNC(=O)c1c[nH]c2cc(OC)c(OC)cc2c1=O | -0.44
O=C1NC(c2cccs2)C(C(=O)c2ccccc2)C(O)(C(F)(F)F)N1 (stereo not given) | 0.71
Cc1cc(Br)cc2c1NC(=O)C2(c1c(C)n(C)n(-c2ccccc2)c1=O)c1c(C)n(C)n(-c2ccccc2)c1=O | 0.058
c1ccc(CSc2nnc(-c3cccs3)n2Cc2ccco2)cc1 | -3.6
CC(C)(C)NC(=O)NC(=O)COC(=O)Cn1c(C(F)(F)F)nc2ccccc21 | -0.52
CCCCOc1ccc(C(=O)NCc2ccco2)cc1 | -0.28
COc1ccc(OC)c(C2C(C(=O)c3sc(C)nc3C)=C(O)C(=O)N2CCN2CCOCC2)c1 (stereo not given) | -0.011
O=C(Cc1cccc2ccccc12)N/N=C1\CCCc2ccccc21 | -1.8
COc1ccc(C2/C=C\CN(S(=O)(=O)c3ccc(C)cc3)CC(=O)N2Cc2ccc(F)cc2)cc1 (stereo not given) | -0.57
c1ccc(CNc2ccc3c(c2)ncn3C2CCCCC2)nc1 | -0.08
CCCn1c(SCC(=O)Nc2nonc2C)nnc1-c1ccoc1C | 1.1
N#CC1=C(N)N=C(SCc2ccccc2)C(C(N)=O)C12CCCCC2 (stereo not given) | -0.074
CCC(=O)NC(=S)Nc1ccccc1F | 0.16
Cc1ccc(C)c(N2CCN(C(=O)C3CCCN(S(=O)(=O)c4c(C)[nH]c(=O)[nH]c4=O)C3)CC2)c1 (stereo not given) | 0.37
COc1ncnc2c1NC1=C(S2)C(=NCCC(=O)O)CC(C)(C)C1 | -2.7
COc1cccc(NC(=O)N(CCCN2CCOCC2)C(C)c2cc3ccccc3o2)c1 (stereo not given) | 0.13
CCN1C(=O)C2C(c3cccc(F)c3)NC(CC)(C(=O)OC)C2C1=O (stereo not given) | 0.15
Cc1ncsc1CCOC(=O)c1cccnc1 | -0.65
CCOC(=O)Cn1nc(/C=C/c2ccccc2)ccc1=O | 0.35
CCC1(CC)C(=O)N=C2c3ccccc3C(=O)N21 | -0.18
CCN(CC)C(=O)Oc1ccc2c(=O)c(-c3ccccc3)coc2c1 | 0.78
CCN(CC)C(=O)CSc1nc2ccc(NC(=O)CSc3nccn3C)cc2s1 | 0.4
Cc1ccc(N2C(=O)C3C4C=CC(C4)C3C2=O)cc1C (stereo not given) | -1.5
CC(=O)c1ccc(N2CCN(C(=O)C3CCC3)CC2)cc1 | -0.14
COc1cc(C(=O)NCc2nnc(SCC(=O)Nc3cc(C)cc(C)c3)o2)cc(OC)c1OC | 0.34
CCCCN1C(=S)NC[C@@H]1Cc1ccccc1 | -0.018
Cc1cc(O)cc(O)c1C(=O)Cc1cscn1 | -0.0075
CS(=O)(=O)N(CCc1ccccc1)CC(=O)NCc1cccnc1 | 0.89
CCOC(=O)c1cc(OC(=O)c2cccs2)n(-c2ccccc2)n1 | 1.1
CCc1nccn1S(=O)(=O)c1ccc(C)c(C)c1 | -1.2
Cn1c(C(=O)O)c(CC(=O)Nc2ccccc2F)c2ccccc21 | -0.46
CSc1cc(/C=N/O)c(SC)s1 | -1.2
COc1ccc2c(C)nc(Nc3nc(C)cc(C)n3)nc2c1 | 0.13
C/C(=N\NC(=O)c1c(Cl)c(C)nn1C)c1cccc(NC(=O)COc2ccc(Cl)cc2)c1 | 0.038
O=C(c1ccco1)N1CCN(C(=O)c2ccccc2Oc2ccccc2)CC1 | -5*
NCCCC[C@H](N)c1nnc([C@H](CCC(=O)O)NC(=O)C2CCNCC2)o1 | -0.047
COc1cccc(C2C(C#N)=C(N)OC3=C2C(=O)CC(c2ccco2)C3)c1OCc1ccc(F)cc1 (stereo not given) | -2.1
COc1ccc(CNC(=O)C2CC(=O)N(c3ccc(OCC(=O)N4C(C)CCCC4C)cc3)C2)cc1 (stereo not given) | 0.25
CCOC(=O)c1c(N)sc2c1CCC(CC)C2 (stereo not given) | 0.26
COc1ccccc1CN(Cc1nc2ccccc2c(=O)[nH]1)S(=O)(=O)c1ccc(C)cc1 | 0.012
CCC(NS(=O)(=O)c1ccc(C)cc1)C(=O)Nc1ccc(NC(C)=O)cc1 (stereo not given) | -0.17
COc1ccc(NC(=O)C2CCN(C(=O)c3cccs3)CC2)cc1 | 0.15
CCOc1cc(N2CCOCC2)c(OCC)cc1NC(=O)COC(=O)CCc1c[nH]c2ccccc12 | 0.54
Cc1[nH]c(=S)[nH]c(=O)c1CCOc1ccccc1 | 0.12
CCOC(=O)c1ccc(N=C2S/C(=C\c3cc(C)n(-c4cccnc4)c3C)C(=O)N2C)cc1 | -0.45
O=C(NNC(=O)c1ccccc1-n1cccc1)c1ccc(Cl)cc1 | -0.14
CCCc1sc(N)nc1-c1ccc(C)cc1 | -1
O=C(Nc1ccc(Br)cc1F)C1CCN(c2nnc(-n3cccc3)s2)CC1 | -0.42
N#CC1=C(SCC(=O)NC2CC2)NC(=O)C(C#N)C12CCCCC2 (stereo not given) | -0.038
O=C(NNC(=O)c1cc(OCC(F)(F)F)ccc1OCC(F)(F)F)c1cccc(C(F)(F)F)c1 | -9*
O=C(O)c1ccc2c(c1)C(=O)N(Cc1ccc3c(c1)OCO3)C2=O | 0.84
COc1ccc(-c2nnn(CC(=O)N3CCOCC3)n2)cc1 | 0.2
Cc1cccc(C=Nc2ccccc2C(N)=O)c1 | -0.6
Nc1nc2nccc(-c3ccc(Cl)cc3)n2n1 | -0.11
N#Cc1c2c(c(-c3ccco3)[nH]c1=O)CCCC2 | 0.3
C=C(C)CSc1nnc2n(C)c(=O)c3c4c(sc3n12)CCC4 | 1.9
Later entries
SMILES | Cav3 T inh
COc1ccc2c(c1)CCc1c(C(=O)NCCCn3ccnc3)noc1-2 | 0.33
COc1cc(CN2CCN(S(=O)(=O)c3ccc(F)cc3)CC2)cc(OC)c1OC | 0.39
Nc1c2c(nc3ccn(Cc4ccccc4)c(=O)c13)CCC2 | -0.084
O=C(COC(=O)CCCc1c[nH]c2ccccc12)Nc1ccc2c(c1)OCO2 | -1
CCOc1cc(NC(=O)c2ccco2)c(OCC)cc1NC(=O)Cc1cccc(OC)c1 | 0.027
O=C(NCCC1=CCCCC1)C1CCN(S(=O)(=O)c2cccs2)CC1 | -1.2
O=C(Nn1cnnc1)c1cc2cc(Br)ccc2oc1=O | 1.4
Cc1nc(SCC(=O)NCC2CCCO2)c2oc3ccccc3c2n1 (stereo not given) | 1.8
COC(=O)N1CC(C)N(C(=O)OC)CC1C (stereo not given) | 0.12
CN1CCN(S(=O)(=O)c2ccc(-c3ccccc3)cc2)CC1 | 0.36
COc1ccccc1N/C(=N/c1nc(C)cc(C)n1)NC(C)=O | 0.78
CCN(CC)CCn1c(NCc2nc3ccccc3n2Cc2ccccc2)nc2ccccc21 | -4.2*
O=C1NC(=S)N/C1=C\c1cccc([N+](=O)[O-])c1 | 0.93
CSc1nnc2c3ccccc3n(CCc3ccccc3)c2n1 | -1.2
CCC(=S)/C=C1\Sc2ccccc2N1CCCS(=O)(=O)O | 0.1
CCN(CCNC(=O)C1CCN(S(=O)(=O)c2cccc3nsnc23)CC1)c1ccccc1 | -0.64
O=C(CN1CCOCC1)N1CCN(c2nnc(-c3ccccc3)c3ccccc23)CC1 | 0.64
CC1CC(C)CN(S(=O)(=O)c2ccc(C(=O)Nc3sccc3C(N)=O)cc2)C1 (stereo not given) | -1.1
COc1ccc(CN(C2CCCC2)S(=O)(=O)c2ccc(-n3cnnn3)cc2)cc1 | -3.3
O=C(Nc1nccs1)C1CCN(S(=O)(=O)c2c(Cl)cccc2Cl)CC1 | -2.4

Three of the entries above in order of their number in Cav3 T inh, low to high:
canonical_smiles	Cav3 T inh
CCOC(=O)c1c(C(F)(F)C(F)(F)C(F)(F)C(F)(F)F)n[nH]c1C	-3.6
N#CC1=C(SCC(=O)NC2CC2)NC(=O)C(C#N)C12CCCCC2 (stereo not given)	-0.038
CCN(CC)C(=O)CSc1nc2ccc(NC(=O)CSc3nccn3C)cc2s1	0.4

Back to the main list; the four compounds before the break are reprinted first.
SMILES | Cav3 T inh
O=C(CN1CCOCC1)N1CCN(c2nnc(-c3ccccc3)c3ccccc23)CC1 | 0.64
CC1CC(C)CN(S(=O)(=O)c2ccc(C(=O)Nc3sccc3C(N)=O)cc2)C1 (stereo not given) | -1.1
COc1ccc(CN(C2CCCC2)S(=O)(=O)c2ccc(-n3cnnn3)cc2)cc1 | -3.3
O=C(Nc1nccs1)C1CCN(S(=O)(=O)c2c(Cl)cccc2Cl)CC1 | -2.4
Cc1cc(C)cc(NC(=O)CSc2nnc(CNC(=O)c3cccs3)o2)c1 | -1.8
C=CCn1c(SCC(=O)N(CC)CC)nc(O)cc1=O | -0.3
O=C(Nc1cccnc1)c1cc2nc(C3CC3)cc(C(F)(F)F)n2n1 | 0.5
COC(=O)C1CCCN1C(=O)c1cccs1 (stereo not given) | 0.073
O=c1oc2ccccc2c(Nc2cccc(O)c2)c1[N+](=O)[O-] | 0.64
O=C(CCCc1ccccc1)Nc1nncs1 | 0.9
CCOC(=O)C(Sc1nnc(-c2ccncc2)o1)C(C)=O (stereo not given) | 0.54
COc1cccc(-n2nnc3c(=O)n(CC(=O)NCC4CCCO4)cnc32)c1 (stereo not given) | -0.12
CC(=O)C1=C(N2CCCCC2)CCC1=O | -0.58
Cc1ccc(O)c(O)c1 | 0.58
CC1=C(C)CC(C(=O)NCc2ccc3c(c2)OCO3)C(C(=O)O)C1 (stereo not given) | 0.079
Cc1ccc(CN2CCN(C(=O)C3CCCO3)CC2)cc1 (stereo not given) | 0.29
O=C(CCNS(=O)(=O)c1ccc(Br)s1)NC1CCCC1 | 0.59
COc1ccc(C)cc1NC(=O)CN(c1ccccc1)S(C)(=O)=O | 1.3
COc1ccc(-c2nc(CS(=O)CC(=O)N3CCc4ccccc4C3)c(C)o2)cc1 (stereo not given) | 0.11
Cc1ccccc1NC(=O)/C(=C\c1cccs1)NC(=O)c1ccccc1 | -0.73
CCOC(=O)Nc1nc2ccccc2s1 | 0.32
O=C1CC(c2ccccc2)c2c(O)cc(O)cc2O1 (stereo not given) | -0.022
COCC(C)OC(=O)C(C#N)c1nc2ccccc2nc1N1CCN(Cc2ccccc2)CC1 (stereo not given) | -6.1*
COC(=O)c1ccccc1NC(=O)Cn1cnc2c(cnn2-c2ccc(C)c(C)c2)c1=O | -0.049

Exported with the structure last: part of the list above
Cav3 T inh	Molecule
-0.3	C=CCn1c(SCC(=O)N(CC)CC)nc(O)cc1=O
0.11	COc1ccc(-c2nc(CS(=O)CC(=O)N3CCc4ccccc4C3)c(C)o2)cc1 (stereo not given)
-0.12	COc1cccc(-n2nnc3c(=O)n(CC(=O)NCC4CCCO4)cnc32)c1 (stereo not given)

(listing goes on)
SMILES | Cav3 T inh
O=C(Nc1ccccn1)c1ccc(=O)[nH]n1 | 0.49
COc1ccc(CC(=O)Nc2c3c(nn2-c2cccc(C)c2C)CS(=O)C3)cc1OC (stereo not given) | 1.7
COc1ccc(-c2nnc3ccc(SCC(=O)NCc4ccco4)nn23)cc1 | 0.38
O=C(c1c(F)cccc1F)N1CCN(c2cccc(C(F)(F)F)c2)CC1 | -2.7
O=C(CSc1nnc2scc(-c3ccc(Cl)cc3)n12)NCc1ccc2c(c1)OCO2 | -0.065
COC(=O)c1ccc(Oc2nc(NC(C)C)nc(SC)n2)cc1 | -2.5
CNC(=O)CN1C(=O)CSc2nc(C)cc(C)c21 | 1.1
CCc1ccc(-n2c(SCc3c(C)noc3C)nnc2-c2ccncc2)cc1 | 0.96
N#CCSc1nnc(COc2ccc3ccccc3c2)o1 | -0.66

These rows are one share of the data (hit frequency here may not be typical).
